M. tuberculosis – growth inhibition of non-replicating M. tuberculosis (AID 488890). Mycobacterium tuberculosis non-replicating, growth inhibition; higher % means a stronger effect. inhibition, % at 25 µM, or IC50 in µM where a hit was titrated. 0.39% of 320,000 active; in the data active = a potency from the dose series; inconclusive = inhibition mostly from about 82% at the one dose, without a potency; inactive = the rest, 99 in 100 with inhibition below about 76%;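 also: plate controls were DMSO cells for no effect and high antibiotic wells for full effect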
H1N1 NS1A inhibition – NS1A inhibition, H1N1 influenza, cell based functional assay (AID 504329) | 0.3% of 340,000 active | inhibition, % at 12.5 µM, or IC50 in µM where a hit was titrated | NS1A functional cell-based assay, percent inhibition; higher % means a stronger effect; in the data active = a potency from the dose series; inconclusive = inhibition above about 27% without an active follow-up result; also: strong numbers were not always called active
inhibitors of VEEV – inhibitors of VEEV TC-83 cytopathic effect, confirmation, Vero cells (AID 588727); Vero cells, VEEV TC-83 cytopathic effect inhibition; higher % means a stronger effect; inhibition, % at 20 µM; hits with a dose series show IC50 in µM; 0.13% of 350,000 active; in the data active = a potency from the dose series; inconclusive = inhibition mostly from about 14% at the one dose, without a potency; inactive = the rest, 99 in 100 with inhibition below about 12%; also: strong numbers were not always called active
M. tuberculosis HTS – M. tuberculosis growth inhibition, HTS (AID 449762); M. tuberculosis H37Rv growth inhibition, 7H9 media; higher % means a stronger effect; one-dose inhibition, % at 25 µM; IC50 in µM for titrated hits; 0.59% of 330,000 active; in the data active = a potency from the dose series; inconclusive = inhibition above about 70% without an active follow-up result;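 also: bacterial growth assessed after seven days of incubation; strong numbers were not always called active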
PhoP GFP inhibition – Inhibition of PhoP regulon, Salmonella typhi GFP reporter cells, confirmation, 4 h (AID 1850) | one-dose inhibition, % at 50 µM; IC50 in µM for titrated hits | 0.33% of 310,000 active | Salmonella Typhi PhoP-promoter GFP reporter, fluorescence, 4 h; higher % means a stronger effect; in the data active = a potency from the dose series; inconclusive = inhibition mostly from about 25% at the one dose, without a potency; inactive = the rest, 99 in 100 with inhibition below about 19%;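 also: 0% = induced wells with vehicle and 100% = uninduced wells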
inhibitors of VEEV 10K pilot screen – further read-out of inhibitors of VEEV, marked with its call; inhibition, %; measured here: 10K pilot screen inhibition
* hit, by the source's call.

`Cc1cc(C)n2nc(S(=O)(=O)NC3CCCCC3)nc2n1` gave M. tuberculosis -21%, H1N1 NS1A inhibition -1%, inhibitors of VEEV 0.5%, M. tuberculosis HTS -6% and PhoP GFP inhibition -12%.
Screening CN(C)CCN(C(=O)c1ccc2c(c1)OCCO2)c1nc2c(Cl)cccc2s1 returned M. tuberculosis 11%, H1N1 NS1A inhibition -1%, inhibitors of VEEV 1.8%, M. tuberculosis HTS 3% and PhoP GFP inhibition -7%.
For CN1Cc2cnnn2-c2ccccc2C1C#N (stereo not drawn) the results were H1N1 NS1A inhibition 3% and inhibitors of VEEV 1.7%.
For O=C(c1cc(S(=O)(=O)N2CCCCC2)ccc1F)N1CCCCC1 the results were M. tuberculosis 16%, H1N1 NS1A inhibition 16%, inhibitors of VEEV 2.6%, M. tuberculosis HTS 0% and PhoP GFP inhibition -12%.
Screening CC(C)CC(=O)Nc1nnc(S(=O)(=O)N(C)c2ccc(Cl)cc2)s1 returned M. tuberculosis 11%, H1N1 NS1A inhibition -6%, inhibitors of VEEV 1.2%, M. tuberculosis HTS 6% and PhoP GFP inhibition 1%.
O=C(NCc1ccc2c(c1)OCO2)c1cccc(F)c1 was read as M. tuberculosis 76%, H1N1 NS1A inhibition -20%, inhibitors of VEEV 0.0%, M. tuberculosis HTS 2% and PhoP GFP inhibition -2%.
CCOc1ccc(C2c3[nH]c4ccccc4c3C[C@H]3C(=O)N(C4CCN(Cc5ccccc5)CC4)CC(=O)N23)cc1OC (stereo partly drawn) was read as M. tuberculosis 62%, H1N1 NS1A inhibition 8%, inhibitors of VEEV inactive, M. tuberculosis HTS 21µM* and PhoP GFP inhibition 7%.
`Cc1onc(-c2ccccc2Cl)c1C(=O)NCc1ccc(F)cc1` gave M. tuberculosis 5%, H1N1 NS1A inhibition -7%, inhibitors of VEEV 0.7%, M. tuberculosis HTS 0% and PhoP GFP inhibition -7%.
`CC(Oc1ccc(C(C)(C)C)cc1)c1ccnc2nc(/N=C/N(C)C)nn12` (stereo not drawn) gave M. tuberculosis 13%, H1N1 NS1A inhibition 0%, inhibitors of VEEV inactive, M. tuberculosis HTS -2% and PhoP GFP inhibition 2%.
`CC(C)C(c1nnnn1Cc1ccco1)N1CCC(C(N)=O)CC1` (stereo not drawn) gave M. tuberculosis 11%, H1N1 NS1A inhibition -12%, inhibitors of VEEV 0.7%, M. tuberculosis HTS 0% and PhoP GFP inhibition -9%.
For COc1ccc(-c2csc(N(CCc3ccc(OC)c(OC)c3)C(=O)COc3ccccc3)n2)cc1 the results were M. tuberculosis 8%, H1N1 NS1A inhibition 1%, inhibitors of VEEV 4.0%, M. tuberculosis HTS 22% and PhoP GFP inhibition -4%.
Screening C[C@]12C[C@@H](O)[C@H](O)CC1=CCC1C2CC[C@]2(C)C(=O)CCC12 (stereo partly drawn) returned M. tuberculosis 12%, H1N1 NS1A inhibition 4%, inhibitors of VEEV 1.4% and M. tuberculosis HTS 5%.
Screening CN(C)c1ccc(C(CNC(=O)c2ccc(C#N)cc2)c2c[nH]c3ccccc23)cc1 (stereo not drawn) returned M. tuberculosis 12%, H1N1 NS1A inhibition 14%, inhibitors of VEEV 2.3%, M. tuberculosis HTS 26% and PhoP GFP inhibition -12%.
`CC(Oc1ccc(F)cc1)C(=O)NN` (stereo not drawn) gave M. tuberculosis -4%, H1N1 NS1A inhibition 0%, inhibitors of VEEV inactive, M. tuberculosis HTS 13% and PhoP GFP inhibition 5%.
`O=C1CN(C(=O)COc2ccccc2F)c2ccccc2N1` gave M. tuberculosis 8%, H1N1 NS1A inhibition -3%, inhibitors of VEEV 0.3%, M. tuberculosis HTS 3% and PhoP GFP inhibition -8%.
CC1(CCOCc2ccccc2)NC(=O)NC1=O (stereo not drawn) was read as H1N1 NS1A inhibition -16% and inhibitors of VEEV 1.6%.
COc1ccc(S(=O)(=O)Nc2ccccc2C(=O)NC2CC2)cc1NC(C)=O was read as M. tuberculosis -2%, H1N1 NS1A inhibition -11%, inhibitors of VEEV 1.9% and M. tuberculosis HTS -10%.
CC(=O)NC(c1ccccc1)c1c(O)ccc2ccccc12 (stereo not drawn) was read as M. tuberculosis 8%, H1N1 NS1A inhibition -10%, inhibitors of VEEV 1.6%, M. tuberculosis HTS -2% and PhoP GFP inhibition 7%.
Screening CC1CCN(C(=O)C2CCN(S(=O)(=O)c3cccnc3)CC2)CC1 returned M. tuberculosis 5%, H1N1 NS1A inhibition -7%, inhibitors of VEEV inactive, M. tuberculosis HTS 1% and PhoP GFP inhibition -1%.
`Cc1cccnc1Nc1nc(-c2ccc(O)c(O)c2)cs1` gave M. tuberculosis -9%, H1N1 NS1A inhibition 14%, inhibitors of VEEV inactive, M. tuberculosis HTS 5% and PhoP GFP inhibition -4%.
Screening CC(=O)Nc1ccc(OS(=O)(=O)c2ccc(Cl)cc2)cc1 returned M. tuberculosis 19%, H1N1 NS1A inhibition 2%, inhibitors of VEEV 2.3%, M. tuberculosis HTS -4% and PhoP GFP inhibition 1%.
`O=C(CCc1ccccc1)NNC(=O)COc1ccc(Cl)cc1` gave M. tuberculosis -14%, H1N1 NS1A inhibition 21%, inhibitors of VEEV inactive, M. tuberculosis HTS -1% and PhoP GFP inhibition -10%.
N=c1c[n+](C2CCCCC2)[n-]o1 was read as M. tuberculosis -10%, H1N1 NS1A inhibition 0%, inhibitors of VEEV 0.4%, M. tuberculosis HTS -5% and PhoP GFP inhibition 2%.
For C=CCn1c2ccccc2c2nnc(SCC(=O)O)nc21 the results were M. tuberculosis 0%, H1N1 NS1A inhibition 0%, inhibitors of VEEV 1.9%, M. tuberculosis HTS -4% and PhoP GFP inhibition -9%.
For O=C(CSCc1cccs1)N1CCCC1 the results were M. tuberculosis 60%, H1N1 NS1A inhibition 5%, inhibitors of VEEV 3.7%, M. tuberculosis HTS -7% and PhoP GFP inhibition 2%.
`CC(=O)c1cnc2c(-c3ccc(Cl)cc3)c(C)nn2c1C` gave M. tuberculosis -10%, H1N1 NS1A inhibition 4%, inhibitors of VEEV 2.1%, M. tuberculosis HTS 0% and PhoP GFP inhibition -6%.
O=C(Nc1nc(-c2ccc(F)cc2)cs1)c1cccc(N2C(=O)CCC2=O)c1 was read as M. tuberculosis 15%, H1N1 NS1A inhibition -8%, inhibitors of VEEV 5.3%, M. tuberculosis HTS -10% and PhoP GFP inhibition -7%.
For CCN(CC)C(=O)CSc1nc2cc3c(cc2c(=O)n1Cc1ccc(OC)cc1)OCO3 the results were M. tuberculosis 0%, H1N1 NS1A inhibition 5%, inhibitors of VEEV 2.7%, M. tuberculosis HTS 8% and PhoP GFP inhibition -17%.
`C=CCn1cnc2c(c1=O)c1nc3ccccc3nc1n2/N=C/c1cccc(OC)c1` gave H1N1 NS1A inhibition 0% and inhibitors of VEEV 2.7%.
For O=C(O)CSc1nnc(-c2cccc(S(=O)(=O)N3CCOCC3)c2)n1-c1cccc(Cl)c1 the results were M. tuberculosis -5%, H1N1 NS1A inhibition 4%, inhibitors of VEEV inconclusive, M. tuberculosis HTS 4% and PhoP GFP inhibition -11%.
`Cc1ccc(CN2C(=O)C(CC(C)C)Nc3ncnc(N4CCN(c5ccccn5)CC4)c32)cc1` (stereo not drawn) gave M. tuberculosis 43%, H1N1 NS1A inhibition 15%, inhibitors of VEEV 11%, M. tuberculosis HTS 2% and PhoP GFP inhibition -13%.
Screening Cc1ccc(-n2nnnc2SCC(=O)NC(C(=O)O)(c2ccccc2)c2ccccc2)cc1C returned M. tuberculosis 1%, H1N1 NS1A inhibition 11%, inhibitors of VEEV 0.9%, M. tuberculosis HTS -8% and PhoP GFP inhibition 0%.
O=C(CC1C(=O)N(Cc2ccccc2)C(=S)N1CCN1CCOCC1)Nc1ccc(F)cc1 (stereo not drawn) was read as M. tuberculosis 15%, inhibitors of VEEV 4.0%, M. tuberculosis HTS -3% and PhoP GFP inhibition -8%.
O=C(O)c1ccc(N2CCOCC2)c(N2C(=O)C3C4C=CC(C4)C3C2=O)c1 (stereo not drawn) was read as M. tuberculosis -1%, H1N1 NS1A inhibition -14%, inhibitors of VEEV 0.3%, M. tuberculosis HTS -2% and PhoP GFP inhibition 3%.
O=C(Nc1ccccc1C(=O)O)c1ccc(NC(=O)C2CCCCC2)cc1 was read as M. tuberculosis 62%, H1N1 NS1A inhibition -10%, inhibitors of VEEV 7.2%, M. tuberculosis HTS 18% and PhoP GFP inhibition -15%.
`CC1CC(C)CN(C(=O)COC(=O)/C=C/c2ccco2)C1` (stereo not drawn) gave M. tuberculosis 14%, H1N1 NS1A inhibition -6%, inhibitors of VEEV 1.0% and M. tuberculosis HTS 12%.
Screening COc1ccccc1CNC(=O)C1CC2Cn3c(nc4cc(Cl)c(Cl)cc43)C2N1C (stereo not drawn) returned M. tuberculosis 30%, H1N1 NS1A inhibition -3%, inhibitors of VEEV 0.3%, M. tuberculosis HTS 2% and PhoP GFP inhibition -4%.
For CC1(c2ccccc2)CC2CC(c3ccccc3)N1O2 (stereo not drawn) the results were M. tuberculosis -10%, H1N1 NS1A inhibition -8%, inhibitors of VEEV 0.5%, M. tuberculosis HTS 1% and PhoP GFP inhibition 12%.
For O=C(COC(=O)c1cccnc1Cl)NCCC1=CCCCC1 the results were M. tuberculosis 14%, H1N1 NS1A inhibition -11%, inhibitors of VEEV 1.5%, M. tuberculosis HTS 4% and PhoP GFP inhibition 3%.
Screening COc1cc(OC)c(NC(=S)NCc2ccccc2)cc1Cl returned M. tuberculosis 79%, H1N1 NS1A inhibition 0%, inhibitors of VEEV 1.4%, M. tuberculosis HTS -2% and PhoP GFP inhibition 13%.
CCOC(=O)c1ccc(N2C(=O)c3cccc4c(C(=O)O)ccc(c34)C2=O)cc1 was read as M. tuberculosis 8%, H1N1 NS1A inhibition -6%, inhibitors of VEEV inactive, M. tuberculosis HTS 3% and PhoP GFP inhibition -11%.
Screening CS(=O)(=O)c1ccc(NC(=O)c2cccc(-n3cnnn3)c2)cc1 returned M. tuberculosis -23%, H1N1 NS1A inhibition -10%, inhibitors of VEEV 2.0% and M. tuberculosis HTS -8%.
Screening O=c1cc(NS(=O)(=O)c2ccccc2)nc(SCc2ccc(Cl)cc2)[nH]1 returned M. tuberculosis 5%, H1N1 NS1A inhibition -8%, inhibitors of VEEV 0.7%, M. tuberculosis HTS -5%, PhoP GFP inhibition -2% and inhibitors of VEEV 10K pilot screen 2.7.
For COc1ccc(C2=NOC(C(=O)N3CCN(C(=O)c4ccco4)CC3)C2)cc1OC (stereo not drawn) the results were M. tuberculosis 23%, H1N1 NS1A inhibition -1%, inhibitors of VEEV 1.7%, M. tuberculosis HTS 2% and PhoP GFP inhibition 1%.

Molecules shown so far that have an aryl thioether with sulfur outside any ring, in the order listed:
For C=CCn1c2ccccc2c2nnc(SCC(=O)O)nc21 the results were M. tuberculosis 0%, H1N1 NS1A inhibition 0%, inhibitors of VEEV 1.9%, M. tuberculosis HTS -4% and PhoP GFP inhibition -9%.
For CCN(CC)C(=O)CSc1nc2cc3c(cc2c(=O)n1Cc1ccc(OC)cc1)OCO3 the results were M. tuberculosis 0%, H1N1 NS1A inhibition 5%, inhibitors of VEEV 2.7%, M. tuberculosis HTS 8% and PhoP GFP inhibition -17%.
For O=C(O)CSc1nnc(-c2cccc(S(=O)(=O)N3CCOCC3)c2)n1-c1cccc(Cl)c1 the results were M. tuberculosis -5%, H1N1 NS1A inhibition 4%, inhibitors of VEEV inconclusive, M. tuberculosis HTS 4% and PhoP GFP inhibition -11%.
Screening Cc1ccc(-n2nnnc2SCC(=O)NC(C(=O)O)(c2ccccc2)c2ccccc2)cc1C returned M. tuberculosis 1%, H1N1 NS1A inhibition 11%, inhibitors of VEEV 0.9%, M. tuberculosis HTS -8% and PhoP GFP inhibition 0%.
Screening O=c1cc(NS(=O)(=O)c2ccccc2)nc(SCc2ccc(Cl)cc2)[nH]1 returned M. tuberculosis 5%, H1N1 NS1A inhibition -8%, inhibitors of VEEV 0.7%, M. tuberculosis HTS -5%, PhoP GFP inhibition -2% and inhibitors of VEEV 10K pilot screen 2.7.
